PglD inh – PglD (C. jejuni) enzyme inhibition. inhibition, % at 12.5 µM. 0.098% of 360,000 active. purified PglD enzyme, DTNB colorimetric CoA detection. AID 602405; in the data active = inhibition above about 16%, passing the limit was not always enough; also: strong numbers were not always called active
ERAP1 inh – inhibitors of human ERAP1 aminopeptidase. Q9NZ08. recombinant ERAP1, Leu-AMC fluorescence, 60 min. inhibition, % at 10.7 µM. 0.15% of 340,000 active. AID 652197;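 active = mean replicate inhibition of at least 30%, or all replicates individually reaching that 30% level; inactive = mean below 30% and not every replicate reaching it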;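 also: 0% = neutral control wells and 100% = L-leucinethiol positive control wells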
Target sequence (Q9NZ08 whole entry, looked up): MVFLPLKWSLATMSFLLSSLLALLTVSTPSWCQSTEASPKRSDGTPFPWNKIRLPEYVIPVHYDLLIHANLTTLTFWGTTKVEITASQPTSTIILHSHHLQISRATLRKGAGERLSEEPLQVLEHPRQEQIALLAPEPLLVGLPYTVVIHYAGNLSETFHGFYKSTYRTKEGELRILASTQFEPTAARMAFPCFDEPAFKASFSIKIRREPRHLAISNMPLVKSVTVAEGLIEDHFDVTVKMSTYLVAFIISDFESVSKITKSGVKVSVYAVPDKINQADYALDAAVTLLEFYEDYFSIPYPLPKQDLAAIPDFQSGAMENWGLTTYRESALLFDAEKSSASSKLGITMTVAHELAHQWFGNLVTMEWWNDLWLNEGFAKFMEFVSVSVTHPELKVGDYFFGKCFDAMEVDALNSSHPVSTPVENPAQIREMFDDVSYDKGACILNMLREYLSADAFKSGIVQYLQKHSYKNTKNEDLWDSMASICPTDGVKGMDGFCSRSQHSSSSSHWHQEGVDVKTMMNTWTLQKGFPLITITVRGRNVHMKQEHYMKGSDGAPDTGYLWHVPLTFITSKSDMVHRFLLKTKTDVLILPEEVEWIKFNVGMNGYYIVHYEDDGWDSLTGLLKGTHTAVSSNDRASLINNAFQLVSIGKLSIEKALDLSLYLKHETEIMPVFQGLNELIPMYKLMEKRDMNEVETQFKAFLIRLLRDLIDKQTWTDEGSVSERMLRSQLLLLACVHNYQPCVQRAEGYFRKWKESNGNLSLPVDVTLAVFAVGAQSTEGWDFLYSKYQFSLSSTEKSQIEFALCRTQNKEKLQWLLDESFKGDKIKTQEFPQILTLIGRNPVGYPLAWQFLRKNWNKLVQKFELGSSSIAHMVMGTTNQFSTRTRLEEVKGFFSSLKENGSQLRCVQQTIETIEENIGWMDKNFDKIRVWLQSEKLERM
PGC1a acetyl inh – lowers PGC1a acetylation signal in U2OS cells. AlphaScreen anti-acetyl-lysine; with virally co-expressed GCN5 acetyltransferase. inhibition, % at 15.6 µM. 0.17% of 350,000 active. AID 651687;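 active = every replicate shows inhibition of at least 40%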;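 also: 0% = neutral control wells and 100% = positive control wells; some results beyond the cut were filed as inactive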
E-selectin induc – induces E-selectin expression in human endothelial cells; 0.37% of 260,000 active; AID 686992; activation, % at 7.58 µM; HUVEC E-selectin immunofluorescence imaging; normalized: neutral wells 0, TNF-alpha wells 100; P16581;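 active = mean E-selectin-positive cell signal at least 10% of the positive control, reached in at least 60% of replicates, without over 20% cell loss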;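 also: in these data hits start at about 27%; measured in HUVEC primary endothelial cells; signal is the percent of cells scored E-selectin positive by PE staining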
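Assay system: HUVEC, human umbilical vein endothelial cells / Amount: 3,000 HUVEC/well / Controls: TNF-alpha positive control, DMSO neutral control / Compound dosing: single concentration / Medium: EGM-2 over gelatin coat / Evaluation: percent E-selectin-positive cells / Signal: immunofluorescence imaging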
Cneo AK release – Cryptococcus neoformans lysis via adenylate kinase release. AID 651654. C. neoformans lysis, adenylate kinase release luminescence, 4 h; normalised: neutral wells 0, clomiphene wells 100. 0.2% of 360,000 active. lysis activity, % at 15 µM;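 active = mean lysis activity across replicates of at least 80%, whatever share of replicates individually reach that level; inactive = mean lysis activity below 80%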
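read-out = cell lysis signal | test system = log-phase Cryptococcus neoformans yeast cells | input = cells at 5 × 10^6 per mL | medium = fresh YPD growth medium | signal = luminescent adenylate kinase detection reagent | timing = 4 h at 37 °C static, read 1 h later | dosing = single dose | controls = Clomiphene as positive lysis control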
RAD52 inh – blocks human RAD52 DNA annealing; inhibition, % at 18.7 µM; P43351; recombinant RAD52 DNA annealing, FRET fluorescence; AID 651710; 0.46% of 360,000 active;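 active = every replicate showing at least 50% inhibition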
miR-122 sensor – blocks miR-122 activity in Huh7 sensor cells; activation (reporter increase), % at 12.5 µM; Huh7 miR-122 Renilla luciferase sensor, 48 h; neutral wells = 0, positive control = 100; AID 602342; 0.3% of 340,000 active;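 active = mean replicate activation score at least 90 and every replicate individually at or above 90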;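 also: higher luciferase means less miR-122 activity so hits act as miR-122 inhibitors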
RAD54 inh – inhibitors of human RAD54 branch migration; Q92698; RAD54 Holliday junction branch migration, FAM/BHQ fluorescence; inhibition, % at 10.4 µM; 0.14% of 360,000 active;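 active = mean normalized replicate activity at least 40 and at least half of replicates scoring 40 or more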;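 also: 0% = median of neutral control wells and 100% = median of positive control wells; inhibitors cause a drop in the FAM fluorescence signal; in these data hits start at about 50%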
Numbers without * were called inactive; [ ] = remark or other dose.

`O=C(CN1CCCC1)OCCCC1CCCCC1` gave ERAP1 inh 2.3, PGC1a acetyl inh -2.2, E-selectin induc 10.4 and RAD52 inh -11.6.
Screening Cc1ccc2c(c1)COc1c3ccc(C(=O)N4CCCCC4)cc3nn1-2 returned PglD inh -3.7, ERAP1 inh -1.7, PGC1a acetyl inh 1.7, E-selectin induc -0.2, Cneo AK release 0.5, RAD52 inh -4.7, miR-122 sensor -1.0 and RAD54 inh -15.0.
C[C@@H]1CN([C@H](C)CO)C(=O)Cc2cc(NS(=O)(=O)c3cn(C)cn3)ccc2O[C@H]1CN(C)C(=O)Nc1ccc2c(c1)OCO2 was read as PglD inh 5.4, ERAP1 inh -0.9, PGC1a acetyl inh 3.0, E-selectin induc -3.5, Cneo AK release 3.5, RAD52 inh 21.7, miR-122 sensor 17.6[16.7 µM] and RAD54 inh 3.7.
Screening CSCCC(NC(=O)COc1ccccc1)C(=O)N(C)Cc1ccc(Cl)cc1Cl (stereo not given) returned PglD inh -1.3, ERAP1 inh 0.6, PGC1a acetyl inh -5.7, E-selectin induc 3.4, Cneo AK release 1.6, RAD52 inh 9.7, miR-122 sensor 47.7 and RAD54 inh -9.0.
Screening COc1ccc(S(=O)(=O)Nc2ccccc2C(=O)NCc2cccnc2)cc1OC returned PglD inh 1.0, ERAP1 inh -2.0, PGC1a acetyl inh 4.3, Cneo AK release 1.8, RAD52 inh -8.5, miR-122 sensor 3.4 and RAD54 inh -14.0.
`COc1ccc(C(=O)NCCc2nnc3ccc(SCC(=O)N4CCCC4)nn23)cc1` gave PglD inh 1.7, ERAP1 inh -5.2, E-selectin induc -0.2, Cneo AK release -0.1, RAD52 inh -14.7 and RAD54 inh -2.2.
`COc1ccc(F)cc1S(=O)(=O)N1CCCC(C)C1` (stereo not given) gave PglD inh 2.5, PGC1a acetyl inh 18.6, Cneo AK release 0.0, miR-122 sensor -2.8 and RAD54 inh 1.5.
Screening O=C(NCCCn1ccnc1)c1ccc(NS(=O)(=O)c2cccc([N+](=O)[O-])c2)cc1 returned ERAP1 inh -0.3, PGC1a acetyl inh 3.8, E-selectin induc -0.4, RAD52 inh -9.6 and miR-122 sensor -2.7.
O=c1[nH]c(CSc2nnc(COc3ccccc3)n2-c2ccccc2)nc2ccccc12 was read as PglD inh -5.3, PGC1a acetyl inh -1.5, Cneo AK release -1.4, miR-122 sensor 0.5 and RAD54 inh 6.9.
`Cc1nc2cc(-c3cccc(F)c3)nn2c(C)c1CCC(=O)NC(C)CCc1ccco1` (stereo not given) gave PglD inh -5.1, PGC1a acetyl inh -5.0, Cneo AK release 0.5, miR-122 sensor -3.8 and RAD54 inh 5.2.
For CN1C(=O)C(C)(C)c2cc(S(=O)(=O)N3CCN(c4cccc(Cl)c4)CC3)ccc21 the results were PglD inh 1.1, ERAP1 inh -1.1, PGC1a acetyl inh -16.7, Cneo AK release -0.6, RAD52 inh -11.9, miR-122 sensor 9.6 and RAD54 inh 3.4.
For COCCNc1ncnc2c1[nH]c1ccccc12 the results were PglD inh 4.4, PGC1a acetyl inh 1.7, E-selectin induc 1.9, Cneo AK release -1.7, RAD52 inh 12.8, miR-122 sensor 8.5 and RAD54 inh 2.7.

Nine neighbouring entries out of the list so far, quoted:
`O=C(CN1CCCC1)OCCCC1CCCCC1` gave ERAP1 inh 2.3, PGC1a acetyl inh -2.2, E-selectin induc 10.4 and RAD52 inh -11.6.
Screening Cc1ccc2c(c1)COc1c3ccc(C(=O)N4CCCCC4)cc3nn1-2 returned PglD inh -3.7, ERAP1 inh -1.7, PGC1a acetyl inh 1.7, E-selectin induc -0.2, Cneo AK release 0.5, RAD52 inh -4.7, miR-122 sensor -1.0 and RAD54 inh -15.0.
C[C@@H]1CN([C@H](C)CO)C(=O)Cc2cc(NS(=O)(=O)c3cn(C)cn3)ccc2O[C@H]1CN(C)C(=O)Nc1ccc2c(c1)OCO2 was read as PglD inh 5.4, ERAP1 inh -0.9, PGC1a acetyl inh 3.0, E-selectin induc -3.5, Cneo AK release 3.5, RAD52 inh 21.7, miR-122 sensor 17.6[16.7 µM] and RAD54 inh 3.7.
Screening CSCCC(NC(=O)COc1ccccc1)C(=O)N(C)Cc1ccc(Cl)cc1Cl (stereo not given) returned PglD inh -1.3, ERAP1 inh 0.6, PGC1a acetyl inh -5.7, E-selectin induc 3.4, Cneo AK release 1.6, RAD52 inh 9.7, miR-122 sensor 47.7 and RAD54 inh -9.0.
Screening COc1ccc(S(=O)(=O)Nc2ccccc2C(=O)NCc2cccnc2)cc1OC returned PglD inh 1.0, ERAP1 inh -2.0, PGC1a acetyl inh 4.3, Cneo AK release 1.8, RAD52 inh -8.5, miR-122 sensor 3.4 and RAD54 inh -14.0.
`COc1ccc(C(=O)NCCc2nnc3ccc(SCC(=O)N4CCCC4)nn23)cc1` gave PglD inh 1.7, ERAP1 inh -5.2, E-selectin induc -0.2, Cneo AK release -0.1, RAD52 inh -14.7 and RAD54 inh -2.2.
`COc1ccc(F)cc1S(=O)(=O)N1CCCC(C)C1` (stereo not given) gave PglD inh 2.5, PGC1a acetyl inh 18.6, Cneo AK release 0.0, miR-122 sensor -2.8 and RAD54 inh 1.5.
Screening O=C(NCCCn1ccnc1)c1ccc(NS(=O)(=O)c2cccc([N+](=O)[O-])c2)cc1 returned ERAP1 inh -0.3, PGC1a acetyl inh 3.8, E-selectin induc -0.4, RAD52 inh -9.6 and miR-122 sensor -2.7.
O=c1[nH]c(CSc2nnc(COc3ccccc3)n2-c2ccccc2)nc2ccccc12 was read as PglD inh -5.3, PGC1a acetyl inh -1.5, Cneo AK release -1.4, miR-122 sensor 0.5 and RAD54 inh 6.9.

Carrying on:
`Nc1ccc2c(c1)-c1ccccc1S(=O)(=O)N2` gave PGC1a acetyl inh 5.4, Cneo AK release 1.3, miR-122 sensor -4.5 and RAD54 inh -8.6.
CC1CCCCN1C(=O)c1ccc(C(=O)c2ccccc2)cc1 (stereo not given) was read as PglD inh -5.4, ERAP1 inh -0.5, Cneo AK release -0.5, RAD52 inh -14.1 and RAD54 inh -0.8.
CCCc1cc(C(=O)OC)c(NC(=O)OCC)s1 was read as PglD inh -3.5, ERAP1 inh -2.9, PGC1a acetyl inh -1.1, Cneo AK release 0.2, RAD52 inh -13.2, miR-122 sensor -9.1 and RAD54 inh -2.4.
Cc1ccccc1CNC(=O)CCC(=O)N1Cc2ccccc2Oc2ncccc21 was read as PglD inh 10.6, ERAP1 inh 0.5, PGC1a acetyl inh 6.0, Cneo AK release 0.8, RAD52 inh -12.4, miR-122 sensor -1.5 and RAD54 inh -5.4.
Screening Cc1cccc(-n2c(SCc3cc(=O)n4ccsc4n3)nc3ccccc32)c1 returned PglD inh -2.4, PGC1a acetyl inh 5.5, Cneo AK release 5.4, miR-122 sensor 7.5 and RAD54 inh -0.1.
For CCN(CC)CCNc1ccc(CO)c2oc3cc(Cl)ccc3c(=O)c12 the results were PglD inh 0.6, ERAP1 inh 5.6, PGC1a acetyl inh 7.1, Cneo AK release 0.6, RAD52 inh 56.6*, miR-122 sensor 0.2 and RAD54 inh 104.8*.
For Cc1c(C(=O)NCC2COc3ccccc3O2)oc2ccc(S(=O)(=O)N3CCOCC3)cc12 (stereo not given) the results were PglD inh -6.3, PGC1a acetyl inh 9.6, Cneo AK release 1.9, miR-122 sensor -5.2 and RAD54 inh 5.5.
Screening COc1ccc(C(=O)Nc2ccc3c(c2)OCCO3)cc1S(=O)(=O)N1CCOCC1 returned PglD inh 2.4, ERAP1 inh 4.1, PGC1a acetyl inh -4.3, E-selectin induc 0.4, Cneo AK release 2.5, RAD52 inh 1.0, miR-122 sensor -1.6 and RAD54 inh 9.8.
`O=C(Oc1cccc(C(=S)N2CCOCC2)c1)c1ccc([N+](=O)[O-])cc1` gave PglD inh -3.5, ERAP1 inh 0.6, E-selectin induc 0.2, Cneo AK release 4.8, RAD52 inh -6.0 and RAD54 inh 5.6.
`CCC1(C)Cc2c(sc3nc(SC)[nH]c(=O)c23)CO1` (stereo not given) gave PglD inh 10.3, ERAP1 inh -5.1, PGC1a acetyl inh 3.4, E-selectin induc -0.1, Cneo AK release -4.3, RAD52 inh -10.6, miR-122 sensor -3.6 and RAD54 inh -5.5.
For COc1ccc(C(=O)Nc2cccc(-c3nnc(-c4ccco4)o3)c2)cc1 the results were PglD inh -0.7, PGC1a acetyl inh -0.1, Cneo AK release -0.2, miR-122 sensor -10.7 and RAD54 inh -2.6.
CC(C)c1cn(CC[C@H]2CC[C@H](NC(=O)Nc3cc(Cl)cc(Cl)c3)[C@@H](CO)O2)nn1 was read as PglD inh -2.5, ERAP1 inh 0.7, E-selectin induc -0.5, Cneo AK release -1.4, RAD52 inh 3.2, miR-122 sensor -2.2[16.7 µM] and RAD54 inh -0.5.
Screening CN1C(=O)C2C(C1=O)C1C=C(CCCO)C2C(c2ccc(CN3CCCC3)cc2)N1Cc1sc2ccccc2c1Cl (stereo not given) returned PglD inh 4.3, ERAP1 inh -1.1, PGC1a acetyl inh -6.2, Cneo AK release 3.2, RAD52 inh 28.1 and RAD54 inh -8.9.
Screening O=C1N[C@@H](c2ccccc2)COCc2cn(nn2)CC[C@H]1Cc1ccc(Cl)cc1 returned ERAP1 inh 0.0, E-selectin induc 0.0, Cneo AK release 1.2 and RAD52 inh -4.7.
For CC(C(=O)NC1CCCC1)N1C(=O)c2cccc3cccc1c23 (stereo not given) the results were PglD inh -5.6, ERAP1 inh 3.3, E-selectin induc -0.2, Cneo AK release -0.2, RAD52 inh -13.4, miR-122 sensor -4.4 and RAD54 inh -4.3.
For Cn1c(=O)c(=O)n(C)c2cc([N+](=O)[O-])c(N3CCOCC3)cc21 the results were PglD inh -0.8, ERAP1 inh -0.4, PGC1a acetyl inh 3.9, E-selectin induc 0.3, Cneo AK release 4.9, RAD52 inh -1.3, miR-122 sensor -10.7 and RAD54 inh -8.8.
Screening CCN(C(=O)COC(=O)c1ccc2c(c1)OCO2)c1c(N)n(Cc2ccccc2)c(=O)[nH]c1=O returned PglD inh 2.9, ERAP1 inh -0.4, PGC1a acetyl inh 4.9, E-selectin induc 0.1, Cneo AK release 0.3, RAD52 inh -7.0, miR-122 sensor -0.4 and RAD54 inh -4.5.
For O=C(NCC1OCCc2ccccc21)c1ccc(NC(=O)c2cccc(Br)c2)cc1 (stereo not given) the results were PglD inh -15.0, PGC1a acetyl inh -9.9, E-selectin induc -2.8, Cneo AK release 0.6, miR-122 sensor 5.4 and RAD54 inh 6.5.
`NC(=O)C1CCN(C(=O)CN(c2cccc(C(F)(F)F)c2)S(=O)(=O)c2ccccc2)CC1` gave PglD inh -4.3, PGC1a acetyl inh -0.3, Cneo AK release 0.9, miR-122 sensor 3.2 and RAD54 inh -0.3.
For CCOC(=O)CNC(=O)CSc1nc(-c2cccc(C)c2)ns1 the results were ERAP1 inh -1.3, PGC1a acetyl inh -15.2, E-selectin induc 2.6, RAD52 inh 4.8 and miR-122 sensor -0.2.
Screening C[C@H](CO)N1C[C@H](C)[C@@H](CN(C)CC2CCCCC2)Oc2c(NC(=O)Cc3ccccc3)cccc2C1=O returned PglD inh -2.3, ERAP1 inh -1.6, Cneo AK release 1.7, RAD52 inh -9.3 and RAD54 inh 4.6.
`CC(C)CC(NS(=O)(=O)c1cc(C(=O)O)ccc1Cl)C(=O)O` (stereo not given) gave PglD inh 2.0, ERAP1 inh 0.4, Cneo AK release 1.7, RAD52 inh -15.7, miR-122 sensor -6.9 and RAD54 inh -0.8.

Assay outcomes from PubChem BioAssay.
